Compound activity as filed in PubChem BioAssay.
C8 TRAIL sens = caspase-8 TRAIL sensitization. NB7+C8 cells + TRAIL, ATPlite viability luminescence. inhibition (viability loss, TRAIL sensitization), % at 10 µM. 1% of 360,000 active. AID 624354;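 active means compounds causing at least 50% loss of cell viability in the single-dose screen, relative to plate controls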
EBV LMP1 NFkB = inhibitors of Epstein-Barr LMP1-induced NF-kappaB reporter | LMP1-induced NF-kappaB luciferase reporter cells, luminescence | inhibition, % at 12.5 µM | 0.69% of 350,000 active; in the data active means inhibition above about 41%;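 further: 0% = neutral control wells and 100% = reference inhibitor control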
KKLEB tox = counter-screen for CF NF-kB inhibitors: cytotoxicity | KKLEB CF airway cells viability, ATPlite luminescence, overnight; active compounds read low; cells stimulated with P. aeruginosa culture filtrate | activity change (cytotoxicity), % at 5 µM | 0.36% of 360,000 active;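 active means corrected activity change at or below -50% at 5 µM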
CF NFkB block = blocks PAF-induced NF-kB reporter in cystic fibrosis cells; KKLEB NF-kB-GFP reporter, GFP fluorescence overnight; inhibition, % at 5 µM; 0.86% of 360,000 active;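 active means at least 50% inhibition at 5 µM, scaled per plate between neutral and stimulator controls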;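 further: PAF is a Pseudomonas aeruginosa culture filtrate used as stimulus; plate controls were PAF-stimulated DMSO wells for no effect and unstimulated DMSO wells for full effect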
TWEAK-Fn14 inh = blocks TWEAK-Fn14 interaction in a reporter cell assay | 2% of 360,000 active | inhibition, % at 10 µM | TWEAK-stimulated Fn14 reporter cells, luciferase luminescence, 8 h; in the data active means inhibition above about 50%
SRC3 inh = inhibits human SRC3 coactivator | HEK293 GAL4-SRC3 luciferase reporter, luminescence | inhibition, % at 3.6 µM | Q9Y6Q9 | 0.17% of 360,000 active;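 active means inhibition above a per-campaign cutoff, the mean of all compounds plus 3 SD, cut at about 60% in these data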;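 further: 0% = DMSO-treated cells and 100% = gossypol-treated cells at 36 µM; higher means less SRC3-driven luciferase light from the GAL4 reporter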
Shn3 3UTR inh = reduces Shn3 3'UTR luciferase signal in osteoblasts; Clone20 osteoblast Shn3 3'UTR firefly luciferase, 24 h; inhibition, % at 12.5 µM; 0.52% of 360,000 active; AID 588674;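 active means mean inhibition of at least 75% with every replicate also reaching 75%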;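 further: 0% = median of neutral control wells and 100% = pilot-screen positive control compound; some compounds past the cut are filed as inactive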
LRH-1 inv ag = suppresses constitutive activity of human LRH-1; O00482; HEK293T StAR-luciferase reporter, LRH-1 transfected, 24 h; inhibition, % at 3.6 µM; 0.13% of 360,000 active; AID 602396;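 active means inhibition above the mean inhibition of all tested compounds plus 3 SD, cut at about 73% in these data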;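 further: 0% = DMSO wells and 100% = reporter-only cells lacking LRH-1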
Target sequence (O00482 whole entry, looked up): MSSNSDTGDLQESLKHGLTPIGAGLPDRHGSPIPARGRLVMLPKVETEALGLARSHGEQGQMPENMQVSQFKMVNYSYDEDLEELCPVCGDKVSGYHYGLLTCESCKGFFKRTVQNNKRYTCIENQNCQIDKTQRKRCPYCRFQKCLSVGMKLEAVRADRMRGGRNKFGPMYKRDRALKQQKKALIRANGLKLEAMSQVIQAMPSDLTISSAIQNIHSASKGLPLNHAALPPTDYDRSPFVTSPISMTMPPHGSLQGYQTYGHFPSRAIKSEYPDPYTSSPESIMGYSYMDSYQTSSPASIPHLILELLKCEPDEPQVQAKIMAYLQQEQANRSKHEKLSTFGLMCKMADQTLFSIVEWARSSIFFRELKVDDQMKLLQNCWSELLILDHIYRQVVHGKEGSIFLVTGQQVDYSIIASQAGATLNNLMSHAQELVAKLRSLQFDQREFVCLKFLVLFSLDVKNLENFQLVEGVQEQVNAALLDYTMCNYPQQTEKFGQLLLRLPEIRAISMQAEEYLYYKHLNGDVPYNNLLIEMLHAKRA
NR2F2 inh = blocks human COUP-TFII nuclear receptor. P24468. HEK293T NGFI-A luciferase reporter, luminescence. inhibition, % at 8.6 µM. 0.7% of 370,000 active;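 active means inhibition above a per-plate cutoff, mean inhibition of test wells between control levels plus 3 SD, cut at about 38% in these data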;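 further: cells cotransfected with COUP-TFII expression vector driving the NGFI-A reporter; 0% = median of COUP-TF2 test wells and 100% = reporter-only cells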
Target sequence (P24468 whole entry, looked up): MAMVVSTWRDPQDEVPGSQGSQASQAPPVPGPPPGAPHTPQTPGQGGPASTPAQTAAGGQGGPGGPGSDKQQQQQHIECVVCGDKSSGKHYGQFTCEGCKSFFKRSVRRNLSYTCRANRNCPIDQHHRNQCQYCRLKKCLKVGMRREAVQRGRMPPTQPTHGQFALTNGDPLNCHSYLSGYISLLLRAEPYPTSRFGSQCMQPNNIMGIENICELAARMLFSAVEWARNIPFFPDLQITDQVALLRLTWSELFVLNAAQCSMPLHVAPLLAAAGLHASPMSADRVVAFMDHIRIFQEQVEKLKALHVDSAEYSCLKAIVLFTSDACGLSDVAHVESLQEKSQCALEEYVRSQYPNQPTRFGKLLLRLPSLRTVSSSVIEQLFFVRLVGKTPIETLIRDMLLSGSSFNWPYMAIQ
TROY signal inh = blocks TROY-dependent signaling in reporter cells; Q293 LMP1-TROYcd NF-kB luciferase reporter, 4 h; inhibition, % at 10 µM; 0.98% of 360,000 active;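 active means compounds whose plate-normalised and pattern-corrected inhibition of the luciferase reporter signal at the single screening dose is 50% or more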
NCOA1 inh = inhibitors of human steroid receptor coactivator 1 (SRC1) | HEK293 GAL4-SRC1 luciferase reporter, luminescence | Q15788 | inhibition, % at 3.6 µM | 0.12% of 360,000 active;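 active means inhibition above the campaign mean plus 3 SD, with each screening campaign given its own cutoff, cut at about 60% in these data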;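 further: 0% = DMSO treated cells and 100% = gossypol at 36 µM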
* = called active by the depositor; nt = no result given. Not all compounds are listed; rates above refer to the full screens.

No.	mol	NR2F2 inh	C8 TRAIL sens	KKLEB tox	CF NFkB block	EBV LMP1 NFkB	TWEAK-Fn14 inh	NCOA1 inh	SRC3 inh	LRH-1 inv ag	Shn3 3UTR inh	TROY signal inh
1	CCCCC(=O)N(C)c1c(C)nc2ccc(C(=O)NCCN(C)C)cn12	3	-3	12	-20	nt	12	7	-6	-29	-3	8
2	CC(C)C(NC(=O)c1ccc(C(C)(C)C)cc1)C(=O)Nc1cccc(S(N)(=O)=O)c1 (stereo unspecified)	10	7	9	5	-12	4	-4	-3	6	3	6
3	Cc1ccc(C(C(=O)NCCc2ccccc2)N(C(=O)c2csnn2)C2CC2)cc1 (stereo unspecified)	5	-3	2	-12	-3	0	-12	16	11	-10	11
4	O=C(CCCn1cnc([N+](=O)[O-])n1)Nc1ccc(Cl)c(Cl)c1	-22	0	-9	15	-1	-12	-13	2	9	13	17
5	Cc1ccc(C(=O)N/C(=C\c2cccs2)c2nc3ccccc3[nH]2)cc1	-3	4	-5	-33	-6	4	4	6	11	0	-32
6	CN(C)c1ccc(CC(=O)N2CCCC(c3cc(C(=O)Nc4ccccc4)no3)C2)cc1 (stereo unspecified)	-5	6	-6	-6	nt	71*	-21	-41	-21	28	76*
7	OC12CCCCC1C(c1ccc3c(c1)OCO3)N(Cc1ccccc1F)CC2 (stereo unspecified)	2	-23	4	7	5	3	5	14	-13	-9	5
8	O=C(NCc1ccc2c(c1)OCO2)c1cc2c(s1)CS(=O)(=O)C2	20	-4	6	6	-3	-8	-3	19	-6	-5	-4
9	COc1ccc(/C=C/C(=O)OC2CCCCC2CN(C)C)cc1 (stereo unspecified)	11	9	-9	29	-3	6	6	18	-12	27	7
10	CCn1cc(C(=O)NCc2cccc(C(F)(F)F)c2)c(=O)c2ccc(C)nc21	-7	-4	-12	19	1	21	6	4	19	-2	-35
11	CC1CCN(S(=O)(=O)c2ccc(NC(=O)C3CC(=O)N(c4ccccc4)C3)cc2)CC1 (stereo unspecified)	3	0	5	7	5	15	19	9	6	17	8
12	O=C(CNC(=O)c1ccccc1Br)N/N=C\c1cc([N+](=O)[O-])cc(Br)c1O	7	-4	-2	-10	5	-8	-1	-10	15	29	12
13	CCN(CC)c1ccc(/C=C2\CCC(/C=C(/C#N)C(=O)Nc3ccccc3F)=C2N2CCOCC2)cc1	9	28	-16	15	8	12	-101	-11	-4	39	4
14	Cc1ccc(NC(=O)COC(=O)c2ccc(Br)o2)cc1S(=O)(=O)N1CCCCC1	-1	-9	3	12	-4	-7	-19	-10	-23	-5	12
15	COC(=O)C1(C(F)(F)F)C2C=CC(C2)N1S(=O)(=O)c1ccc(C)cc1 (stereo unspecified)	7	-2	0	-10	-3	31	1	-3	17	-6	13
16	Cc1ccccc1OCCCC(=O)NCc1ccco1	-5	6	-2	-6	-7	-12	18	10	4	-27	-11
17	CCOc1ccccc1N1CCN(C(=O)C(Sc2ccccc2)c2ccccc2)CC1 (stereo unspecified)	4	-27	-4	13	9	17	3	0	7	28	nt
18	CN(CC(=O)NNC(=O)CNC(=O)c1ccccc1Cl)S(=O)(=O)c1ccc(Cl)cc1	-4	-5	-61*	60*	-4	-17	-27	2	9	-2	1
19	COc1ccc(/C=C/C(=O)Nc2ccccc2C(N)=O)cc1S(=O)(=O)N1CCOCC1	-3	-2	-12	18	2	-7	-12	-7	-13	2	-8
20	Cn1c(/C=N/NC(=O)c2ccccc2Br)nc2ccccc21	24	3	-1	4	7	-4	29	28	28	14	-2
21	O=C(Nc1ccccc1C(F)(F)F)c1cc(-c2ccco2)on1	-13	-3	16	-15	-15	-13	-19	-34	-46	-44	-12
22	COc1ccccc1OCC(=O)NNC(=O)c1cnccn1	-12	6	-1	2	0	27	7	13	12	17	nt
23	COc1ccc(S(=O)(=O)N2CCCC(C(=O)NCCC3=CCCCC3)C2)cc1 (stereo unspecified)	3	3	-17	5	-30	0	-7	-1	-13	-41	3
24	COc1ccc(NC(=O)N2CCC(c3nc(-c4cccs4)no3)CC2)cc1	-6	-6	2	10	-1	6	-17	-1	-21	-4	-17
25	Cc1ccc(C(=O)Nc2nnc(S(=O)(=O)N3CCC(C)CC3)s2)cc1	-27	0	5	4	-3	-26	-24	-20	-17	-15	10

Further structures.
No.	mol	NR2F2 inh	C8 TRAIL sens	KKLEB tox	CF NFkB block	EBV LMP1 NFkB	TWEAK-Fn14 inh	NCOA1 inh	SRC3 inh	LRH-1 inv ag	Shn3 3UTR inh	TROY signal inh
26	CC(C)=CCC[C@](C)(O[C@@H]1O[C@H](CO[C@@H]2O[C@H](CO)[C@@H](O)[C@H](O)[C@H]2O)[C@@H](O)[C@H](O)[C@H]1O)C1CC[C@]2(C)C1C(=O)CC1[C@@]3(C)CC[C@H](O[C@H]4O[C@@H](CO)[C@H](O)[C@@H](O)[C@@H]4O)C(C)(C)C3CC[C@]12C (stereo partly specified)	-10	-13	-5	-31	-24	5	-18	-46	0	-65	-8
27	COc1ccccc1N(O)C1CC(=O)N(c2ccc(F)cc2)C1=O (stereo unspecified)	-13	-8	-1	-2	-2	-35	-6	-20	-3	95*	-38
28	CN1CCN(S(=O)(=O)c2cc([N+](=O)[O-])ccc2N/N=C/c2ccc(Cl)cc2)CC1	11	-4	5	-2	-1	-9	4	18	2	-6	-1
29	C=CCn1c(SC(C)C(=O)c2c(N)n(C)c(=O)n(C)c2=O)nnc1-c1ccoc1C (stereo unspecified)	-1	-5	5	-10	1	7	2	12	1	3	15
30	NC(=O)CCc1c[nH]c2ccccc12	5	0	0	-5	3	5	-11	8	1	-11	-7
31	COc1ccc(/C=N/Nc2nc(N3CCCC3)nc(N3CCCC3)n2)cc1	7	-13	10	-14	1	12	9	3	14	12	8
32	CCCS(=O)(=O)n1nc(-c2ccc(Br)cc2)cc1N	-3	-2	18	3	-8	6	-5	-18	-28	7	-37
33	COc1ccccc1CC(NC(C)=O)C(=O)NC1CCN(C(=O)NCc2ccccc2)CC1 (stereo unspecified)	-14	-4	-16	1	-7	-1	15	9	0	10	13
34	CNC[C@@H]1OCc2cnnn2CCCC(=O)N([C@H](C)CO)C[C@H]1C	12	-10	2	-25	1	8	14	7	0	2	0
35	CCOc1ccc(CCNS(=O)(=O)c2c(C)n[nH]c2C)cc1OCC	20	15	5	-3	-10	-7	-36	10	7	11	-10
36	CCCCC1=CC2=CC(=O)C(C)(OC(=O)C3CCCC3)C(=O)C2=CO1 (stereo unspecified)	6	-13	-18	13	0	9	7	4	-3	11	2
37	Cc1ccc(/C=N/c2sc3c(c2C#N)CCC3)o1	11	2	8	7	7	11	10	13	7	-2	-25
38	O=C(OCc1c(-c2ccccc2)ncc2ccccc12)c1ccco1	-13	8	-11	16	4	11	-13	-1	-32	6	2
39	COc1ccc(-c2n[nH]c(=S)n2C2CCCCC2)cc1	-2	18	-2	0	-7	-10	16	-1	16	-19	0
40	COC(=O)c1cc(OC)c(OC)cc1N=CC1=C(O)CC(C)(C)CC1=O	-3	7	6	2	-4	56*	-17	-10	-10	27	-9
41	CCCCc1nnc(NC(=O)c2ccc(OCc3c(C)noc3C)cc2)s1	6	-2	-1	24	4	9	-1	2	-6	39	23
42	COc1ccc(-c2nc(N)n[nH]2)cc1	-6	8	2	9	-6	0	-65	-12	0	-5	-15
43	CC1CCCC(C)N1CCCNC(=O)C(=O)Nc1ccc2nc3n(c(=O)c2c1)CCCCC3 (stereo unspecified)	10	-10	4	-10	-3	-18	7	-12	0	9	-1
44	CC1C(=O)N2CCCc3cc(NS(C)(=O)=O)cc1c32 (stereo unspecified)	6	4	9	6	1	0	-5	-20	-18	8	-22
45	CN(C(=O)COC(=O)C1=COCCO1)C1(C#N)CCCCC1	8	6	0	8	-5	-1	4	-6	-2	-5	4
46	COc1ccc(NC(=O)C(=O)NNC(=O)c2cccs2)cc1	9	-1	17	-3	-1	-20	-18	-25	-14	-26	-43
47	Cc1cc(C)c(C(N)=O)c(Nc2cccc(Cl)c2C)n1	10	2	-2	6	-3	8	2	-4	12	-16	-2
48	COc1ccc(C2=NOC(C(=O)Nc3ccc(C(C)=O)cc3)C2)cc1OC (stereo unspecified)	-40	-14	-6	-4	-1	-26	-8	3	10	-32	3
49	O=C(OCc1ccccc1)C1CCN(S(=O)(=O)c2cccs2)CC1	1	3	16	14	9	-7	-1	21	12	-8	1
50	CN(C)CCCNC(=O)c1ccc(CN(c2ccccc2)S(C)(=O)=O)cc1	-13	-3	5	-7	2	-10	7	-1	9	-38	8
51	Cc1ccc2nc(-c3ccco3)c(Cc3cccc(Cl)c3)n2c1	-21	0	6	3	nt	10	-45	-36	-55	-17	4
52	COc1ccccc1NC(=O)c1ccc(NC(=O)CN(C)Cc2ccccc2F)cc1	1	-2	-12	-17	-5	3	2	-8	12	11	-6

Five compounds out of the list, sorted by count of non-hydrogen atoms, ascending:
No.	mol	NR2F2 inh	C8 TRAIL sens	KKLEB tox	CF NFkB block	EBV LMP1 NFkB	TWEAK-Fn14 inh	NCOA1 inh	SRC3 inh	LRH-1 inv ag	Shn3 3UTR inh	TROY signal inh
32	CCCS(=O)(=O)n1nc(-c2ccc(Br)cc2)cc1N	-3	-2	18	3	-8	6	-5	-18	-28	7	-37
45	CN(C(=O)COC(=O)C1=COCCO1)C1(C#N)CCCCC1	8	6	0	8	-5	-1	4	-6	-2	-5	4
27	COc1ccccc1N(O)C1CC(=O)N(c2ccc(F)cc2)C1=O (stereo unspecified)	-13	-8	-1	-2	-2	-35	-6	-20	-3	95*	-38
48	COc1ccc(C2=NOC(C(=O)Nc3ccc(C(C)=O)cc3)C2)cc1OC (stereo unspecified)	-40	-14	-6	-4	-1	-26	-8	3	10	-32	3
28	CN1CCN(S(=O)(=O)c2cc([N+](=O)[O-])ccc2N/N=C/c2ccc(Cl)cc2)CC1	11	-4	5	-2	-1	-9	4	18	2	-6	-1

Along the list, quoted from above:
EBV LMP1 NFkB for nos. 41–48 → 4, -6, -3, 1, -5, -1, -3, -1
Shn3 3UTR inh for nos. 41–48 → 39, -5, 9, 8, -5, -26, -16, -32
LRH-1 inv ag for nos. 41–48 → -6, 0, 0, -18, -2, -14, 12, 10
